NOD2 RIPK2 PPI – NOD2-RIPK2 binding disruptors in cells, primary screen, fluorescence, CHO cells, BLA complementation | AID 624267, 2012 | 0.38% of 360,000 active | CCF4 ratio | inhibition, % at 4.98 µM | Receptor-interacting serine/threonine-protein kinase 2 (Homo sapiens), O43353; in the data active = inhibition above about 21%;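 also: 0% = vehicle only and 100% = reference blocker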
SRC2 inh – inhibition of GAL4-SRC2 driven luciferase reporter, primary screen, SRC2 inhibitor project, cell-based, luminescence; 0.17% of 370,000 active; inhibition, % at 9 µM; HEK293 GAL4-SRC2 luciferase reporter; AID 651957, 2012; Nuclear receptor coactivator 2 (Homo sapiens), Q15596;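 active = inhibition above the mean inhibition of all tested compounds plus 3 SD, set per campaign, cut at about 52% in these data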;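 also: 0% = DMSO treated cells and 100% = cells given Gossypol at 36 µM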
COUP-TFII inh – NR2F2 transcriptional activity inhibitors, primary screen, cell-based, luciferase reporter, HEK293T, luminescence; HEK293T NGFI-A luciferase reporter; inhibition, % at 8.6 µM; 0.7% of 370,000 active;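 active = inhibition above a per-plate cutoff, mean inhibition of test wells between control levels plus 3 SD, cut at about 38% in these data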;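 also: cells cotransfected with COUP-TFII expression vector driving the NGFI-A reporter; 0% = median of COUP-TF2 test wells and 100% = reporter-only cells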
C8 TRAIL sens – viability loss with TRAIL in NB7+C8 cells, primary screen, TRAIL sensitizer project, cell-based, ATPlite luminescence. inhibition (viability loss, TRAIL sensitization), % at 10 µM. 1% of 360,000 active. AID 624354, 2012;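 active = compounds causing at least 50% loss of cell viability in the single-dose screen, relative to plate controls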
TLR9-MyD88 block – inhibitors of TLR9-MyD88 association in cells, primary screen, cell-based, CHO, BLA complementation, fluorescence; Toll-like receptor 9 (Homo sapiens) + Myeloid differentiation primary response protein …; CCF4 FRET ratio; inhibition, % at 4.98 µM; 0.21% of 340,000 active; AID 504734, 2011;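 active = inhibition above the mean over all tested compounds plus 3 SD, cut at about 21% in these data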;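 also: 0% = DMSO only wells and 100% = clavulanate BLA inhibitor control wells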
Target sequence (Q99836 whole entry, looked up): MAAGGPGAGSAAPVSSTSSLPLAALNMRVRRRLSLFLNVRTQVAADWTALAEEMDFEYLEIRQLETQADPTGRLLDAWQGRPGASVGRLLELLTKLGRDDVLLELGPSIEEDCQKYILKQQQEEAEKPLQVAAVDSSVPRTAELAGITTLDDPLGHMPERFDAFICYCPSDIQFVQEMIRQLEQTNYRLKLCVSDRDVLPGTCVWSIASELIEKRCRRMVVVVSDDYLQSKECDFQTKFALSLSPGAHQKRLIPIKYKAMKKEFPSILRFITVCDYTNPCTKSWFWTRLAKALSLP
Target sequence (Q9NR96 whole entry, looked up): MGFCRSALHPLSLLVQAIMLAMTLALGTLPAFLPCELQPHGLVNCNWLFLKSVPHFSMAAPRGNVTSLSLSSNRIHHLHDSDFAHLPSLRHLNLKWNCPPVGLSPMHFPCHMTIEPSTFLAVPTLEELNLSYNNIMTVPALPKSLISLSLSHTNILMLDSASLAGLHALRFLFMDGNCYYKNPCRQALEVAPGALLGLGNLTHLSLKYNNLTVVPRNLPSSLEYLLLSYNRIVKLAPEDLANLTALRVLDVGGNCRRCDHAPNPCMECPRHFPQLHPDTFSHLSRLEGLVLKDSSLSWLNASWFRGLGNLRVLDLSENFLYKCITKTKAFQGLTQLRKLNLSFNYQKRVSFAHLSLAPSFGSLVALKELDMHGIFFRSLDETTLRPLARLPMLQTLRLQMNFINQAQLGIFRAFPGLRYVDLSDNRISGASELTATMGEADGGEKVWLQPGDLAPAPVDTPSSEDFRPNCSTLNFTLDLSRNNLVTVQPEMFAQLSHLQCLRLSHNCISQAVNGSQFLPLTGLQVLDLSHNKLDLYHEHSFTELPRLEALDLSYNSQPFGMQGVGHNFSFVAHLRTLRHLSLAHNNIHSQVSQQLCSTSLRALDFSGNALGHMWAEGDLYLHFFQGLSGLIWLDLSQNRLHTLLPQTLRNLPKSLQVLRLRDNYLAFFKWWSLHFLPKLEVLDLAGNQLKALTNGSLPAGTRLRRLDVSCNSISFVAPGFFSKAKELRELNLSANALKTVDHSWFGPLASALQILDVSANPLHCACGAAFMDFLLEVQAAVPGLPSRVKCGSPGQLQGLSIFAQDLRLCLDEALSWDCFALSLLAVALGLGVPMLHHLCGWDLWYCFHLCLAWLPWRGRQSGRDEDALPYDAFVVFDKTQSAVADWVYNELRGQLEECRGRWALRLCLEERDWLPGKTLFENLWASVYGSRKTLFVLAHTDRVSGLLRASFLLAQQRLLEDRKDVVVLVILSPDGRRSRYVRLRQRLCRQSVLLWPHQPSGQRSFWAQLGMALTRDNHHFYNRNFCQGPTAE
NR5A2 inv ag – LRH-1 (NR5A2) inverse agonists, primary screen, cell-based, luminescence, HEK293T, StAR-luciferase reporter. Nuclear receptor subfamily 5 group A member 2 (Homo sapiens), O00482. LRH-1 transfected, 24 h. inhibition, % at 3.6 µM. 0.13% of 360,000 active;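 active = inhibition above the mean inhibition of all tested compounds plus 3 SD, cut at about 73% in these data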;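 also: 0% = DMSO wells and 100% = reporter-only cells lacking LRH-1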
SRC3 inh – SRC3 coactivator transcriptional activity inhibitors, primary screen, cell-based, luminescence | Nuclear receptor coactivator 3 (Homo sapiens), Q9Y6Q9 | HEK293 GAL4-SRC3 luciferase reporter | inhibition, % at 3.6 µM | 0.17% of 360,000 active | AID 588352, 2011;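 active = inhibition above a per-campaign cutoff, the mean of all compounds plus 3 SD, cut at about 60% in these data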;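 also: 0% = DMSO-treated cells and 100% = gossypol-treated cells at 36 µM; higher means less SRC3-driven luciferase light from the GAL4 reporter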
TROY signal inh – inhibitors of TROY-driven NF-kB signaling, primary screen, Q293 LMP1-TROYcd cells, NF-kB luciferase, uHTS | 0.98% of 360,000 active | inhibition, % at 10 µM | Q293 LMP1-TROYcd NF-kB luciferase reporter, 4 h;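 active = compounds whose plate-normalised and pattern-corrected inhibition of the luciferase reporter signal at the single screening dose is 50% or more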
Vif inh – HIV Vif self-association inhibitors, primary screen, imaging, HEK293T, single point; HEK293T cells, Vif self-association by quenched fluorescence, 24 h; inhibition, % at 7.49 µM; AID 602346, 2012; 0.35% of 340,000 active; in the data active = inhibition above about 50%, passing the limit was not always enough; inconclusive = no clear call, values can overlap the other calls; inactive = below about 31%; also: some results filed as inactive read as strong as hits
SRC1 inh – SRC1 coactivator transcriptional activity inhibitors, primary screen, cell-based, luminescence. Nuclear receptor coactivator 1 (Homo sapiens), Q15788. HEK293 GAL4-SRC1 luciferase reporter. inhibition, % at 3.6 µM. 0.12% of 360,000 active. AID 588354, 2011;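 active = inhibition above the campaign mean plus 3 SD, with each screening campaign given its own cutoff, cut at about 60% in these data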;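 also: 0% = DMSO treated cells and 100% = gossypol at 36 µM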
LMP1 NFkB inh – EBV LMP1-driven NF-kappaB luciferase reporter inhibitors, primary screen, cell-based, luminescence, single point | LMP1-induced NF-kappaB luciferase reporter cells | inhibition, % at 12.5 µM | 0.69% of 350,000 active | AID 504558, 2011; in the data active = inhibition above about 41%; inconclusive = no clear call, values can overlap the other calls;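 also: 0% = neutral control wells and 100% = reference inhibitor control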
The depositor's hits bear a star; ? = inconclusive; · = not tested or not shown. Only part of the results is shown (hit frequency here may not be typical).

entry	compound	NOD2 RIPK2 PPI	SRC2 inh	COUP-TFII inh	C8 TRAIL sens	TLR9-MyD88 block	NR5A2 inv ag	SRC3 inh	TROY signal inh	Vif inh	SRC1 inh	LMP1 NFkB inh
1	CN(C(=O)COC(=O)c1ccc(Br)c([N+](=O)[O-])c1)c1c(N)n(Cc2ccccc2)c(=O)[nH]c1=O	9	-11	-3	-4	-9	15	-7	17	·	-17	-4
2	O=C(CSc1nc2[nH]ncc2c(=O)[nH]1)NCCc1ccccc1	-8	8	8	3	9	14	2	-1	·	-50	5
3	C=C(C)C1CC=C(C)/C(=N/NC(=O)c2ccc(NC(=O)CCC)cc2)C1 (centres undefined)	6	-2	-4	10	10	2	-74	-3	2	4	-2
4	CCN(c1ccccc1)S(=O)(=O)c1ccc(C(=O)Nc2nnc(-c3ccco3)o2)cc1	-17	13	13	27	8	29	36	5	3	24	17
5	CN(c1ccccc1)S(=O)(=O)c1cccc(NC(=O)CSc2n[nH]c(N)n2)c1	-1	10	-9	0	1	-2	18	1	-3	-4	0
6	CC1=CC(C)(C)NC(=S)N1c1ccc(N(C)C)cc1	1	-8	14	2	4	10	-22	4	13	-14	2
7	Oc1ccccc1-c1nc(N2CCN(Cc3ccccc3)CC2)c2ccccc2n1	10	-1	-7	9	-2	2	19	-31	22	-25	-10
8	NC(=O)CSc1oc(-c2cccs2)nc1S(=O)(=O)c1ccccc1	-13	-31	12	-4	-6	18	-6	-10	36	7	-2
9	Cc1ccc(CN(N=Nc2nonc2N)c2nonc2N)c(C)c1	-6	-5	-14	18	-1	-4	-18	-7	-2	-4	-8
10	O=S(=O)(c1ccccc1)N1CCN(Cc2ccccc2)c2ccccc21	-8	3	13	18	2	-2	1	-27	?	-30	-17
11	CC(=O)c1cc(-c2ccccc2)n(CCC(=O)NC2CCCCC2)c1C	3	20	0	-9	1	-17	8	23	5	1	-5
12	Cc1ccc2nc(NCc3ccc(F)cc3)c3nncn3c2c1	3	-17	-36	-9	-23	6	3	-12	4	-17	4
13	COc1ccc(C2(C(=O)NCCc3ccccc3)CCCC2)cc1	9	-2	5	-2	1	1	12	-12	10	14	3
14	O=C(Nc1cc(C(=O)N2CCN(c3ccccc3O)CC2)ccc1Cl)c1cccs1	-13	-25	0	11	15	0	3	-2	-8	0	2
15	CCOc1ccc(CCNS(=O)(=O)c2cnc[nH]2)cc1OCC	-4	-10	10	-10	3	15	17	4	20	-28	5
16	Cc1ccccc1C(=O)N1CCC(C(=O)OCc2ccccn2)CC1	-1	7	-18	-4	-13	-16	-7	11	-2	-3	1
17	COc1cccc(N2CCN(c3ccc4nnc(CCC(=O)Nc5ccc(F)cc5F)n4n3)CC2)c1	-4	-9	-2	16	13	11	20	1	12	-30	-2
18	CCOc1ccc(-c2noc(CCC(=O)NC)n2)cc1OCC	-5	-20	3	4	-2	17	-43	2	34	-2	3
19	CCCCC1(Cc2ccc(OC)c([N+](=O)[O-])c2)C(=O)N(c2ccccc2)N(c2ccccc2)C1=O	-6	-4	2	13	-7	17	-15	7	·	-14	9
20	Cc1[nH]n(-c2nc(-c3ccccc3)cc(=O)[nH]2)c(=O)c1CCO	3	-7	15	0	-5	1	-4	2	-9	-12	0
21	COc1cc(C)c(Br)cc1S(=O)(=O)NCCN1CCOCC1	-11	0	1	-6	-1	7	15	-17	-8	3	-6
22	COc1ccc(Cl)cc1NC(=O)CCc1nnc2ccc(N3CCN(C)CC3)nn12	-9	-9	-3	-2	4	20	2	11	5	8	6
23	C/C(=N\Nc1ccc([N+](=O)[O-])cc1)c1ccc(N)cc1	20	-38	-43	0	10	-26	-5	-45	-4	-44	-32
24	O=C(NC1=C(NC2CCS(=O)(=O)C2)C(=O)c2ccccc2C1=O)c1ccccc1 (centres undefined)	-1	31	-10	52*	-5	2	9	56*	0	6	-20
25	O=C(Cn1nnc(-c2ccccc2F)n1)Nc1ccc(C(=O)N2CCOCC2)cc1	-11	-5	-31	6	-16	-12	3	34	18	-2	1
26	Cc1c(O)c2c3c(cccc3c1O)C(=O)N(c1ccccc1)C2=O	9	-3	-8	-3	7	4	-1	-1	1	13	-7
27	Cn1c(=O)c2c(nc(SCC(=O)NC34CC5CC(CC(C5)C3)C4)n2C)n(C)c1=O	-7	10	14	4	-8	-18	6	1	7	-5	-2
28	c1ccc(Nc2c3c(nc4ccccc24)CCC3)cc1	-6	21	31	14	5	-6	1	8	-1	-1	2
29	CCOC(=O)N1CCN(C(=S)Nc2ccc(C)cc2)CC1	-1	0	-1	-5	9	-7	11	-14	-9	-6	-4
30	COc1cc(C(=O)N2CCC(n3c(C)nc4cc(F)ccc43)CC2)cc(OC)c1OC	-9	14	8	-4	-12	12	1	10	13	-9	6
31	C=C1C(=O)O[C@H]2C1CC[C@@](C)(O)C13C=CC(C)(C21)C1(C3)C(=O)O[C@@H]2C3C(C)=CCC3[C@](C)(O)C[C@H](OC(C)=O)C21 (some centres undefined)	-6	-33	-5	-3	-5	-20	-1	29	-12	1	-4
32	Cc1noc(C)c1S(=O)(=O)N(CC(=O)O)c1ccc2c(c1)OCO2	-6	-19	-8	5	1	-4	-12	-36	10	3	-1
33	CCCCNC(=O)C(C)N(CCN(C)C)C(=O)CCCN1C(=O)NC(c2ccc(Cl)cc2)C(C(=O)OCc2ccccc2)=C1C (centres undefined)	7	23	13	21	-12	-34	-1	4	-3	-6	-12
34	COc1cc(/C=C2\SC(N3CCc4ccccc4C3)=NC2=O)cc(OC)c1OC	-4	-1	12	9	0	6	6	9	-1	4	17
35	Cc1ccc(C(C(=O)NCCc2ccccc2)N(C(=O)c2csnn2)C2CC2)o1 (centres undefined)	0	6	14	-8	-5	-3	6	-16	-2	-2	1
36	Cc1ccc(S(=O)(=O)N(C)C)cc1NC(=O)COC(=O)c1ccc2c(=O)n3c(nc2c1)CCC3	5	-13	-6	-4	4	-3	1	-1	-11	-18	2
37	Cc1cc(Cl)ccc1NC(=S)N1CCN(Cc2ccccc2)CC1	-1	8	0	0	3	-3	0	-7	-1	-35	38
38	O=C(Cn1nnc2ccccc21)N1CCCCC1	7	-28	-15	5	6	7	-13	-8	9	6	-8
39	CCN(Cc1ccccc1)C(=O)CSc1ncn[nH]1	-4	-3	9	11	-9	16	-11	8	2	4	11
40	CCn1cc(/C=C(\NC(=O)c2ccccc2Cl)C(=O)N2CCOCC2)c2ccccc21	4	-7	8	5	5	-1	3	10	10	-16	5
41	COc1ccccc1NNC(=O)c1cc(C(C)(C)C)nn1Cc1ccccc1	-7	-9	-15	-20	0	-6	0	-40	-6	-6	7
42	CCCCn1c(N)c(N(CCOC)C(=O)COC(=O)COc2ccccc2C#N)c(=O)[nH]c1=O	-2	-19	21	5	1	4	9	9	-20	-29	0
43	CCOCCCNC(=O)/C(C#N)=C/c1ccc(C)o1	5	-12	9	1	-2	-2	12	-6	18	-17	1
44	Cc1ccc(C)c(N2CCN(S(=O)(=O)c3c(C)[nH]c(C)c3C(=O)N3CCCC3)CC2)c1	-6	-2	-4	-13	-4	16	7	11	1	-1	1
45	COc1ccccc1NS(=O)(=O)c1cccc(C(=O)N/N=C(\C)c2ccc(-n3ccnc3)cc2)c1	0	8	9	7	-6	-5	15	7	-3	-12	-8
46	O=C(CCCCn1c(=O)c2ccccc2n(CC(=O)NC2CCCC2)c1=O)NCc1ccco1	-5	10	-11	-4	2	5	2	-8	-3	7	-8
47	O=C(Nc1cccc(Cl)c1)c1ccc(F)c(S(=O)(=O)NCc2cccs2)c1	-10	8	38*	24	-4	8	20	17	4	6	16
48	COCCn1nnnc1C(c1ccc(OC)c(OC)c1)N1CCN(C(=O)c2ccco2)CC1 (centres undefined)	8	-41	2	4	0	7	-32	-2	-1	-14	-3
49	Cc1cc(Cl)c2oc(C(=O)N(C)Cc3nccn3C)c(C)c2c1	-4	-5	-5	-10	6	-6	-24	-8	1	-9	4
50	CCCSc1nsc(SCCC)c1C(N)=O	-5	-10	-6	17	-6	-12	-13	-21	6	-12	4
51	CCN(CC(=O)Nc1c(F)cccc1F)C(=O)c1ccc(C2SCCS2)cc1	9	13	1	-1	3	13	17	-1	0	4	15
52	O=C(Nc1cccc(C(F)(F)F)c1)c1cncs1	3	-41	12	16	6	27	14	-20	-15	8	-7
53	CSc1nc(-c2ccc(Cl)cc2)nn1C(=O)c1ccco1	-2	-59	-17	10	-1	-62	-37	-54	-6	-31	1
54	CC1(C(=O)NS(=O)(=O)c2ccccc2C(F)(F)F)CCN1C(=O)C1CCCCC1 (centres undefined)	-8	5	0	-8	·	3	-19	12	-2	-57	·
55	COc1cccc(C(O)c2cnc(C(C)C)n2C)c1OC (centres undefined)	1	-20	0	-3	8	21	13	-3	-6	8	4
